Screens deposited in PubChem BioAssay by The Scripps Research Institute Molecular Screening Center.
TEAD-YAP block – TEAD-YAP interaction inhibition | HEK-TIYL cells, TEAD-Gal4/YAP UAS-luciferase luminescence | inhibition, % at 9.12 µM | actives 1.4% (n = 640,000) | AID 1259422; in the data active = inhibition above about 32%;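 note: 0% = median of test compound wells and 100% = reference inhibitor wells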
GPR151 ag – activators of human GPR151; Q8TDV0; PathHunter beta-arrestin GPR151 cells, luminescence; activation, % at 11.2 µM; actives 1% (n = 650,000); in the data active = activation above about 4.9%;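 note: 0% = median of compound wells and 100% = cells with positive control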
Target sequence (Q8TDV0 whole entry, looked up): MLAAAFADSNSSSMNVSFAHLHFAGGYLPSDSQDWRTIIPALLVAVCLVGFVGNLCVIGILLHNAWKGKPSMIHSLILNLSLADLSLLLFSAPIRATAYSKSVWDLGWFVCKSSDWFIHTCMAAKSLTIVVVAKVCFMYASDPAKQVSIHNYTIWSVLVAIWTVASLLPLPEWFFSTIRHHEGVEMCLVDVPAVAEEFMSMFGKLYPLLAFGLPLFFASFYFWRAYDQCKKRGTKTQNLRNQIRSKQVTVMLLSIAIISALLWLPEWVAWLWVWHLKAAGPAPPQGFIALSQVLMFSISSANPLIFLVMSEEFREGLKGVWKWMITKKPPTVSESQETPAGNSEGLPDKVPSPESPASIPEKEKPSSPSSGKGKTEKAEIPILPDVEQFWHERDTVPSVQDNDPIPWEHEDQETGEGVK
MITF primary – blocks human microphthalmia-associated transcription factor; AlphaScreen MITF homodimerization, bead proximity signal; inhibition, % at 2.6 µM; AID 1259374; actives 0.91% (n = 650,000); O75030; in the data active = inhibition above about 50%;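 note: 0% = vehicle wells with protein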
Target sequence (O75030 whole entry, looked up): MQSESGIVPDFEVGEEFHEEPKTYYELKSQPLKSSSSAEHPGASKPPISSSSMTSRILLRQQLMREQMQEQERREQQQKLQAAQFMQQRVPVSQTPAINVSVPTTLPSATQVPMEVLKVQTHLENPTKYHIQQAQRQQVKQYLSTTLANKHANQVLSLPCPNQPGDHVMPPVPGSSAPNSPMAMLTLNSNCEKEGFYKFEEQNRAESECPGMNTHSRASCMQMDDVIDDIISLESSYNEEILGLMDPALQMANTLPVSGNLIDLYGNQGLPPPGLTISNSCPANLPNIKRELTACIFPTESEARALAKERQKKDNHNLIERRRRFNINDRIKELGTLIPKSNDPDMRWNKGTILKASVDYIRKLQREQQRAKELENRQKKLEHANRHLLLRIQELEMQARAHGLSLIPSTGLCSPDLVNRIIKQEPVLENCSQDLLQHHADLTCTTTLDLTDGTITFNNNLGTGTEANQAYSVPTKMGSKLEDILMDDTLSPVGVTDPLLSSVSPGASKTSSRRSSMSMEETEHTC
FBW7 act – activators of human E3 ligase FBW7. Q969H0. AlphaScreen FBW7–phospho-cyclin E peptide binding, activator screen. normalized activity (activation), % at 26.1 µM. actives 0.13% (n = 650,000). AID 1259310; in the data active = normalized activity above about 1.9%;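 note: purified mutant Fbw7 with reduced substrate affinity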
Numbers without * were called inactive; nt = no result given; & = joins results of further samples. This is a subset; the hit share may differ from the screen's.

SMILES	TEAD-YAP block	GPR151 ag	MITF primary	FBW7 act
CC(=O)c1c(C)n(Cc2ccccc2Cl)c2ccc(O)cc12	-16	-0.5	5	0.2
O=C(O)Cn1cc(/C=C2\C(=O)NC(=O)N(Cc3ccco3)C2=O)c2ccccc21	6	1.4	35	0.0
C=C(C)[C@@H]1CCC(C)=C[C@H]1c1c(OC)cc(CCCCC)cc1OC	nt	-0.2	-3	nt
Clc1ccc(COC(Cn2ccnc2)c2ccc(Cl)cc2Cl)cc1 (stereo unspecified)	-18	-1.1&1.4&-0.6	-2&-9&8	-0.2&-0.3&0.0
Cc1ccc2c(c1)C1CN(C)CCC1N2C(=O)c1ccc(Br)o1 (stereo unspecified)	-5	-0.4	8	-0.1
COC(C(=O)Nc1ccc(Br)cc1C(=O)c1ccccc1Cl)c1ccccc1 (stereo unspecified)	1	-1.6	19	0.0
Fc1ccc(NC(=S)NC2CN3CCC2CC3)cc1 (stereo unspecified)	1	0.1	2	-0.1
CCC1CN(C)CCC1(OC(=O)c1ccccc1)c1ccccc1 (stereo unspecified)	-5	0.0	-4	-0.1
C#CCN1C(=O)C2(C(C#N)=C(N)OC(CC(=O)OC)=C2C(=O)OC)c2ccccc21 (stereo unspecified)	1	-1.2	2	-0.1
CCCC12CN3CC(C)(CN(C1)C3C(C)C)C2=O (stereo unspecified)	1	3.8	4	-0.1
N/C(=N/[N+](=O)[O-])N/N=C/c1ccccc1	1	-0.7	3	0.1
CCOC(=O)C1(c2ccccc2)CCN(Cc2ccc(O)c(C(=O)OC)c2)CC1	35*	0.4	7	0.0
CCOC(=O)C(=O)C1C(=O)N(C)C2(C)CC1c1ccccc1O2 (stereo unspecified)	0	1.8	9	0.3
Cc1ccc(F)cc1-n1c(/C=C\c2ccc(F)cc2)nc2ccccc2c1=O	7	1.7	5	0.1
O=C1C=CC(=O)C=C1	4	1.3	11	0.2
COc1ccc(CN2CCN(c3ccccc3OC)CC2)cc1O	-4	2.3	30	0.0
CCCCCc1nc2ccccc2c(=O)n1-c1ccccc1O	12	0.0	-6	-0.2
O=C(c1ccc(N2CCCCCC2)c([N+](=O)[O-])c1)N1CCC2(CC1)OCCO2	-16	0.4	-7	0.2
Cc1ccc(N)c(C(=O)c2cccc(Cl)c2)c1	-8	-0.9	18	-0.2
Cc1ccc(-n2c(C(F)(F)F)nc3ccccc3c2=O)cc1	-79	1.3	-1	0.0
O=C1C2CCN(CC2)C1Cc1ccc(O)cc1 (stereo unspecified)	-4	0.8	0	-0.1
CC(=O)Nc1ccc(OC(=O)N(C)c2ccccc2)cc1	-14	0.3	-22	0.8
CC[N+](CC)(CC)CC(=O)Nc1ccc(Br)cc1C(=O)c1ccc(Cl)cc1	6	-0.5	9	0.2
CCOC(=O)C1(c2ccccc2)CCN(CC(=O)Nc2ccc(OCc3ccccc3)cc2)CC1	10	-1.8	14	0.0
CN(C)c1ccc(-c2ccc(N(C)C)cc2)cc1	-58	0.0	13	0.4
Cc1cc(NC(=O)CN2C3CCC2CC(O)(c2nccn2C)C3)no1 (stereo unspecified)	2	0.3	10	0.0
O=C(CN1CCCC1)c1ccccc1Cl	4	-1.5	7	0.2
CN(Cc1ccccc1)CC(O)c1ccc2cc[nH]c2c1 (stereo unspecified)	-6	0.3	9	0.1
COc1cc(/C=C2\C(=O)NC(=S)N(c3cccc(Cl)c3)C2=O)ccc1O	-5	-0.3	-1	0.0
NC(CCCCCP(=O)(O)O)C(=O)O (stereo unspecified)	10	0.3	-5	0.0
Clc1ccc2c(c1)C1C=CCC1C(c1cccnc1)N2 (stereo unspecified)	-10	-0.5	3	-0.2
Cc1ccc(-n2c(/C=C\c3ccccc3F)nc3ccccc3c2=O)c(Br)c1	11	-2.0	11	0.8
CN(C)CC(C)(O)c1ccc(Br)cc1 (stereo unspecified)	-9	0.1	-2	0.0
COc1c(Cl)cc(Cl)cc1-c1c(C#N)c(N)n2c(nc3ccccc32)c1C#N	21	1.4	0	-0.1
COc1ccc(OC)c(CN2CCN(CCO)CC2)c1	-4	-0.4	8	-0.1
FC(F)(F)C1(C(F)(F)F)NC2C(Br)CC1C2Cl (stereo unspecified)	10	0.7	5	0.0
COCCCn1c(N)c(C(=O)OCCC(C)C)c2nc3ccccc3nc21	-5	-0.5	13	0.1
CCOC(=O)C1(c2ccccc2)CCN(CCC(=O)Nc2ccc(OCc3ccccc3)cc2)CC1	-3	0.5	14	-0.2
O=C(CN1CC=C(c2ccccc2)CC1)NCc1ccc2c(c1)OCO2	8	1.2	5	0.1
O=C(COc1ccc(Br)cc1)N1CCN(C2CCCC2)CC1	-2	2.3	-3	-0.2
O=c1oc2ccccc2c(O)c1C1c2ncccc2-c2c1c(=O)oc1ccccc21 (stereo unspecified)	-1	-0.6	7	-0.2
CCOC(=O)C1(c2ccccc2)CCN(CCOc2cccc(Cl)c2)CC1	1	2.4	8	0.0
C=CCOC(=O)C1=C(C)OC(N)=C(C(=O)OCC)C12C(=O)N(CC(N)=O)c1ccccc12 (stereo unspecified)	-5	1.4	-5	-0.1
O=C(Nc1nc(C23CC4CC(CC(C4)C2)C3)cs1)c1c(O)c2c(n(Cc3ccccc3)c1=O)CCCC2	6	-1.0	8	-0.1
O=C(O)CP(=S)(c1ccccc1)c1ccccc1	2	1.6	0	0.0
Cc1ccc(C)n1C(Cc1cnc[nH]1)C(=O)O (stereo unspecified)	1	2.2	35	-1.2
COc1ccc(O)c(CN2CCN(Cc3ccc(F)cc3)CC2)c1	-10	-1.2	7	0.0
CN(C)C(=O)On1c(-c2ccc(Cl)cc2)nc2ccc([N+](=O)[O-])cc21	-67	0.6	3	0.0
NCC(CP(=O)(O)O)c1ccc(Cl)cc1 (stereo unspecified)	2	-2.0&-0.8	8&23	0.2&0.4
COc1ccc(O)c(CN2CCN(Cc3ccc(C)cc3)CC2)c1	-14	0.7	0	-0.2
O=[N+]([O-])Nc1ccc(Br)cn1	-3	1.2	0	0.1
COc1cccc(CCNCc2ccc(SC)cc2)c1	-8	1.3	17	-0.3
Cc1cc(OCC(=O)OC(C)C)c2c3c(c(=O)oc2c1)CCCC3	17	-0.5	-3	0.0
Clc1ccc(CCNCc2ccc3c(c2)OCO3)cc1	11	-1.4	35	1.0
Cc1csc(NC(=O)c2cccn(Cc3ccc(Cl)cc3)c2=O)n1	-2	4.9*	17	-0.1
CCOC(=O)C1(c2ccccc2)CCN(CCC(=O)Nc2ccc(OC)cc2)CC1	-2	0.2	1	-0.2
COc1ccc2[nH]c3c(c2c1)CCNC31CN2CCC1CC2 (stereo unspecified)	5	1.0	7	0.1
N=C1c2ccccc2CN1c1ccc(O)cc1	0	1.4	4	0.1
CN1CC(=O)N2CCN(Cc3ccccn3)C[C@@H]2C1=O	10	1.8	8	-0.1
CCc1nc2ccccc2c(=O)n1-c1ccc(OC)cc1	-3	0.1	1	0.1

Additional structures.
SMILES	TEAD-YAP block	GPR151 ag	MITF primary	FBW7 act
CCCC(=O)c1c(O)[nH]c(=S)[nH]c1=O	0	-1.1	-6	-0.1
O=C(O)CCn1cc(C=C2C(=O)NC(=S)NC2=O)c(-c2cccc(Cl)c2)n1	10	0.3	1	-0.2
CCOC(=O)c1ncn2c1[C@@H]1CCCN1C(=O)c1cc(OC)ccc1-2	-12	-2.2&0.1	-11&0	0.0&-0.1
O=c1cccc2n1CC1CC2CN(C(=S)Nc2ccc(Br)cc2)C1 (stereo unspecified)	-5	0.4	-23	0.2
COc1ccc(CN2CCN(c3ccc(OC)cc3)CC2)cc1	-7	-0.2	14	-0.3
COc1ccc(-c2nn(CCC#N)cc2C(=O)NCc2ccccc2)cc1	-3	1.5	1	0.0
O=c1c(Cl)c(Cl)[nH]c(Cl)c1Cl	-6	0.2	-4	-0.1
Cc1nnc2n1-c1ccc(Cl)cc1C(c1ccccc1)=NC2	1	0.9	1	0.1
CCc1c(C)sc2ncn(C3CCNCC3)c(=O)c12	-16	0.4	-17	0.2
CCOc1ccc(Br)cc1C1C(C#N)=C(N)Oc2c1c(=O)oc1ccccc21 (stereo unspecified)	-1	-0.2	-1	0.0
Cn1c(N)c(C(=O)COC(=O)C(O)(c2ccccc2)c2ccccc2)c(=O)n(C)c1=O	5	-1.5	6	0.1
N#Cc1ccc(Cl)cc1NC(=O)c1cccn(Cc2ccccc2Cl)c1=O	9	2.3	13	-0.1
Cn1c(SCCOC(N)=O)nnc1-c1ccncc1	-12	1.6	-10	0.2
CCc1ccccc1NC(=O)CCc1nc(C2=CCN(C)CC2)no1	-1	-0.3	3	0.1
OCCN1CCN(Cc2ccc(Br)cc2)CC1	7	1.1	67*	0.0
N#Cc1ccc(NC(=O)COC(=O)CNC(=O)c2cccc(OC(F)F)c2)cc1Cl	7	1.0	-2	-0.2
CC12CCC3C(CCC4CC=CCC43C)C1C/C(=N\O)C2=O (stereo unspecified)	-21	-0.4	7	-0.1
CCOP(=O)(OCC)C(NC(=O)Cc1ccccc1)=C(Cl)Cl	8	-0.5	11	0.1
COc1ccc(CCNCc2ccccc2OC)cc1	-10	2.7	22	-0.1
Cc1cccc(CC(C)NCc2c(C(=O)N3CCCC3)nc3sccn23)n1 (stereo unspecified)	4	-0.9	-4	-0.1
C1=C(c2cccnc2)Nc2nnnn2C1c1cccs1 (stereo unspecified)	-10	0.6	5	0.2
Clc1ccc2nc3c(c(-c4ccccc4)c2c1)CNCC3	-1	-1.1	2	0.0
CC(C)CCn1c(=O)c(C(=O)Nc2ccccn2)c(O)c2ccccc21	-13	-0.2	4	-0.1
O=C(CN1C(=O)CN=C(c2ccccc2)c2ccccc21)NC1CCCCC1	8	-0.1	0	0.1
CN1CCN(Cc2nnnn2C(C)(C)C)CC1	-4	-0.7	8	-0.1
N#Cc1ccc(NC(=O)c2ccccc2F)cc1Cl	-55	-0.7	10	0.0
O=C1C2C3C=CC(C3)C2C(=O)N1c1ccc([N+](=O)[O-])c2ccccc12 (stereo unspecified)	3	0.5	4	0.0
CC(=O)OC1CCC2(C)C(=CCC3C4CCC(=O)C4(C)CCC32)C1 (stereo unspecified)	-5&9	0.8&0.8&1.3	0&-6&1	0.7&0.0&0.1
COc1ccc(Nc2nnc(SCC(=O)Nc3ccc(C#N)c(Cl)c3)s2)cc1	-32	0.5	1	-0.1
CCN1CCN(Cc2ccccc2Cl)CC1	10	-0.4	-11	-0.1
c1ccc(CCCN2CCN(C3CCCCC3)CC2)cc1	2	0.1	40	-0.1
Cc1ccc2c(c1)C1CN(C)CCC1N2C(=O)Cn1nnc(-c2ccccc2Cl)n1 (stereo unspecified)	6	0.5	12	0.0
Cc1sc2ncn(CC(=O)N3CCC4(CC3)OCCO4)c(=O)c2c1C	-2	-1.4	-5	-0.1
CN1CC=C(c2noc(CCC(=O)N3CCN(c4ncccn4)CC3)n2)CC1	-9	-0.8	17	0.8
Nc1ccc2cc3c(nc2n1)CCN(CCc1cccs1)C3	-12	0.6	3	0.0
Cc1ccc(-n2c(/C=C/c3ccc(Br)s3)nc3ccccc3c2=O)cc1C	7	-0.4	-12	0.0
O=C(Nc1ccc(Cl)cc1C(=O)c1ccccc1)c1cccs1	-5	0.5	0	-0.1
N=C1c2ccccc2CN1c1ccc([N+](=O)[O-])cc1Br	-4	3.7	0	0.2
Oc1ccc2c3c1O[C@H]1c4[nH]c5ccccc5c4CC4(O)C(C2)N(CC2CC2)CC[C@]314 (stereo partly specified)	-2	1.8	-5	0.0
COc1ccccc1CCNCc1cccc(OC)c1OC	8	3.5	40	0.2
NC1CS(=O)(=O)CC1NC(=O)C(Cl)(Cl)Cl (stereo unspecified)	3	0.3	25	-1.8
CC(C)CCn1c(=O)c(C(=O)Nc2nc3ccc(F)cc3s2)c(O)c2ccccc21	5	1.8	9	-0.1
c1ccc(-c2nc(N(c3ccccc3)c3ccccc3)s[n+]2-c2ccccc2)cc1	-28	0.6	-2	-0.1

Part of the list above in a different format.
| molecule | TEAD-YAP block | GPR151 ag | MITF primary | FBW7 act |
| --- | --- | --- | --- | --- |
| C1=C(c2cccnc2)Nc2nnnn2C1c1cccs1 (stereo unspecified) | -10 | 0.6 | 5 | 0.2 |
| Clc1ccc2nc3c(c(-c4ccccc4)c2c1)CNCC3 | -1 | -1.1 | 2 | 0.0 |
| CC(C)CCn1c(=O)c(C(=O)Nc2ccccn2)c(O)c2ccccc21 | -13 | -0.2 | 4 | -0.1 |
| O=C(CN1C(=O)CN=C(c2ccccc2)c2ccccc21)NC1CCCCC1 | 8 | -0.1 | 0 | 0.1 |
| CN1CCN(Cc2nnnn2C(C)(C)C)CC1 | -4 | -0.7 | 8 | -0.1 |
| N#Cc1ccc(NC(=O)c2ccccc2F)cc1Cl | -55 | -0.7 | 10 | 0.0 |
| O=C1C2C3C=CC(C3)C2C(=O)N1c1ccc([N+](=O)[O-])c2ccccc12 (stereo unspecified) | 3 | 0.5 | 4 | 0.0 |
| CC(=O)OC1CCC2(C)C(=CCC3C4CCC(=O)C4(C)CCC32)C1 (stereo unspecified) | -5&9 | 0.8&0.8&1.3 | 0&-6&1 | 0.7&0.0&0.1 |
| COc1ccc(Nc2nnc(SCC(=O)Nc3ccc(C#N)c(Cl)c3)s2)cc1 | -32 | 0.5 | 1 | -0.1 |
| CCN1CCN(Cc2ccccc2Cl)CC1 | 10 | -0.4 | -11 | -0.1 |
| c1ccc(CCCN2CCN(C3CCCCC3)CC2)cc1 | 2 | 0.1 | 40 | -0.1 |
| Cc1ccc2c(c1)C1CN(C)CCC1N2C(=O)Cn1nnc(-c2ccccc2Cl)n1 (stereo unspecified) | 6 | 0.5 | 12 | 0.0 |
| Cc1sc2ncn(CC(=O)N3CCC4(CC3)OCCO4)c(=O)c2c1C | -2 | -1.4 | -5 | -0.1 |
| CN1CC=C(c2noc(CCC(=O)N3CCN(c4ncccn4)CC3)n2)CC1 | -9 | -0.8 | 17 | 0.8 |
| Nc1ccc2cc3c(nc2n1)CCN(CCc1cccs1)C3 | -12 | 0.6 | 3 | 0.0 |
